Source: PubChem BioAssay
Mtb BioA inh: M. tuberculosis BioA enzyme inhibitors, primary screen, biochemical, plate reader, single point, HTS; 7,8-diaminopelargonic acid synthase BioA (Mycobacterium tuberculosis); purified M. tuberculosis BioA enzyme; inhibition, % at 9.99 µM; hit rate 0.096% among 360,000; in the data active = inhibition above about 40%
TcdB inh: TcdB glycohydrolase inhibitors, primary screen, biochemical, single point, plate reader. TcdB glycohydrolase enzymatic assay. Toxin B (Clostridioides difficile), P18177. inhibition, % at 9.99 µM. hit rate 0.24% among 350,000; in the data active = inhibition above about 10%
Target sequence (P18177 whole entry, looked up): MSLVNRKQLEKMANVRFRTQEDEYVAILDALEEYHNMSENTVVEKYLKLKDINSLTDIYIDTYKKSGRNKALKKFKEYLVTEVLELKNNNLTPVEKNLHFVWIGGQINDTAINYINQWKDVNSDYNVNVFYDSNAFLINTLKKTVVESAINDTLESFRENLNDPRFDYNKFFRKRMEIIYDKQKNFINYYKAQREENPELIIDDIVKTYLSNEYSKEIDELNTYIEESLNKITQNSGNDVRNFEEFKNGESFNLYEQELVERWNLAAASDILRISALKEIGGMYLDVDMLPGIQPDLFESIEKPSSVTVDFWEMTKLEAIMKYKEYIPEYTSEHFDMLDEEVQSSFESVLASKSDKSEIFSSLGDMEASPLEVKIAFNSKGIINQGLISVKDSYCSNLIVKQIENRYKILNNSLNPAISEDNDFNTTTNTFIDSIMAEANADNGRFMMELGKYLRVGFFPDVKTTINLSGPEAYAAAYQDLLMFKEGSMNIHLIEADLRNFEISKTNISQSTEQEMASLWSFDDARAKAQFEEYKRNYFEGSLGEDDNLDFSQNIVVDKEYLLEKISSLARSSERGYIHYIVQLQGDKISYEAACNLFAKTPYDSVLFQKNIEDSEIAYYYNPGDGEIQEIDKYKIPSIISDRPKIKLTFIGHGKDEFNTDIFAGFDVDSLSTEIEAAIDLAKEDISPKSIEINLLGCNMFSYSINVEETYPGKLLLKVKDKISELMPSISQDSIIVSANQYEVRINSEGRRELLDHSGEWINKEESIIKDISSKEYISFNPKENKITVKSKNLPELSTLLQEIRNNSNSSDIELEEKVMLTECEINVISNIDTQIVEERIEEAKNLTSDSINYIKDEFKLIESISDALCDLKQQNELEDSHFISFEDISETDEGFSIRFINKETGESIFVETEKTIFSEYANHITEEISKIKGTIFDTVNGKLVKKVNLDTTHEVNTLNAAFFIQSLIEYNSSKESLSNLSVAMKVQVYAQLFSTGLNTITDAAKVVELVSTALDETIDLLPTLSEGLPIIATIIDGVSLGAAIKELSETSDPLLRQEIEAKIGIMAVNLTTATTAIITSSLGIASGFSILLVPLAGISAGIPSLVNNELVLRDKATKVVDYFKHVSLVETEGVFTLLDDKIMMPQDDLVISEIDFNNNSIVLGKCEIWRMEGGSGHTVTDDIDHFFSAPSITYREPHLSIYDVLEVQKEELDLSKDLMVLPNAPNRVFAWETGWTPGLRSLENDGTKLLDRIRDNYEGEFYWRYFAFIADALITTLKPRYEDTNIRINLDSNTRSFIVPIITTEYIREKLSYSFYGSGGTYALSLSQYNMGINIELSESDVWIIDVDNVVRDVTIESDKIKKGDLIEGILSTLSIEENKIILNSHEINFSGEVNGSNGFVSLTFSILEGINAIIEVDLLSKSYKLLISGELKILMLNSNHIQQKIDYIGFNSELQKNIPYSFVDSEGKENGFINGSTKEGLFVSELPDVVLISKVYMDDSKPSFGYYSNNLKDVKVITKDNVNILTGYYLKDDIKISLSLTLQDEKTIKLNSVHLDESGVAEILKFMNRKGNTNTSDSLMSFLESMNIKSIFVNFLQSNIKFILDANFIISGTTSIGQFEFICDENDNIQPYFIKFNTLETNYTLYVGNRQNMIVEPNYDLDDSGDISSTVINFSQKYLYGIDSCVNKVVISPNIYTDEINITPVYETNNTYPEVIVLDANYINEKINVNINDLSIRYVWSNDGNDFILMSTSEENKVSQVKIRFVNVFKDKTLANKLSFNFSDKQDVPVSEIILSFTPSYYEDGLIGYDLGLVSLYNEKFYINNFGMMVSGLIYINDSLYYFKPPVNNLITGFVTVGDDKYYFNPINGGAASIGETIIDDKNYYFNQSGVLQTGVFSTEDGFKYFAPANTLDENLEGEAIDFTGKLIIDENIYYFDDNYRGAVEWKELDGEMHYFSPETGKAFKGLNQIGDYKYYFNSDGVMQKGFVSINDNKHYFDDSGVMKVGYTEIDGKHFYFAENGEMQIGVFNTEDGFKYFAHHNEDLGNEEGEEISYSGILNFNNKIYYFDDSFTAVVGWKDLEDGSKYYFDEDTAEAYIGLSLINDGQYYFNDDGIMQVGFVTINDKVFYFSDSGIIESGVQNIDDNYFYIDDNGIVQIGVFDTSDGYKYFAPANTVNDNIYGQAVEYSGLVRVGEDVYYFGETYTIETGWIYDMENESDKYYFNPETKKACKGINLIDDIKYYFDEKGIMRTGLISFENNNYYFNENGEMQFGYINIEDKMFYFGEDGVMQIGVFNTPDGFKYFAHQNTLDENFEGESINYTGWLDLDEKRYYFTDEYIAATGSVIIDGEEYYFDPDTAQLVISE
An asterisk follows results filed as active; & = joins results of further samples.

The opening two compounds, ahead of the listing:
How did C[C@H](CO)N1C[C@H](C)[C@@H](CN(C)C(=O)Nc2ccc3c(c2)OCO3)OCCCC[C@H](C)Oc2ccc(NC(=O)Nc3ccc4c(c3)OCO4)cc2C1=O do in these assays?
Mtb BioA inh: 2.9; TcdB inh: -0.1

Results for C[C@H]1CN([C@@H](C)CO)C(=O)c2cccc(NC(=O)c3ccc(-c4nccs4)cc3)c2O[C@@H]1CN(C)Cc1ccc(C(=O)Nc2ccccc2N)cc1 ?
Mtb BioA inh: -1.5; TcdB inh: -2.1

This part in full (from the top)
How did C[C@H](CO)N1C[C@H](C)[C@@H](CN(C)C(=O)Nc2ccc3c(c2)OCO3)OCCCC[C@H](C)Oc2ccc(NC(=O)Nc3ccc4c(c3)OCO4)cc2C1=O do in these assays?
Mtb BioA inh: 2.9; TcdB inh: -0.1

Results for C[C@H]1CN([C@@H](C)CO)C(=O)c2cccc(NC(=O)c3ccc(-c4nccs4)cc3)c2O[C@@H]1CN(C)Cc1ccc(C(=O)Nc2ccccc2N)cc1 ?
Mtb BioA inh: -1.5; TcdB inh: -2.1

How did C[C@H](CO)N1C[C@H](C)[C@H](CN(C)Cc2ccc(Cl)c(Cl)c2)Oc2ccc(N(C)C)cc2C1=O do in these assays?
Mtb BioA inh: 0.3; TcdB inh: -4.1

Results for Cc1ccc(S(=O)(=O)N[C@@H]2CC[C@@H](CC(=O)N3CCC(Cc4ccccc4)CC3)O[C@@H]2CO)cc1 ?
Mtb BioA inh: 0.5; TcdB inh: -0.1

Results for C[C@@H]1CCCCO[C@H](CN(C)S(=O)(=O)c2ccccc2)[C@H](C)CN([C@@H](C)CO)C(=O)c2cc(NC(=O)NC3CCCCC3)ccc2O1 ?
Mtb BioA inh: -4.1; TcdB inh: -1.2

Results for COc1cccc(S(=O)(=O)N(C)C[C@@H]2Oc3ncc(Br)cc3C(=O)N([C@H](C)CO)C[C@@H]2C)c1 ?
Mtb BioA inh: 4.9; TcdB inh: 0.6&-1.7

Results for CCC(=O)N1C[C@@H](C)[C@H](OC)CN(C)C(=O)c2ccc(NC(=O)Nc3cccc(F)c3)cc2OC[C@@H]1C ?
Mtb BioA inh: 5.5; TcdB inh: 0.8

Results for COCC#Cc1ccc2c(c1)O[C@@H](CN(C)S(=O)(=O)c1cccc(F)c1)[C@H](C)CN([C@@H](C)CO)S2(=O)=O ?
Mtb BioA inh: -1.4; TcdB inh: -1.8

Results for CC=Cc1ccc2n(c1=O)C[C@@H]1[C@@H](CO)[C@H](C(=O)NCc3ccc(F)cc3)N(Cc3cncnc3)[C@H]21 (mixture of isomers) ?
Mtb BioA inh: 1.2; TcdB inh: -0.2

What do the screens show for `CCC(=O)N(C)C[C@@H]1Oc2cc(C#Cc3ccccc3)ccc2S(=O)(=O)N([C@@H](C)CO)C[C@@H]1C`?
Mtb BioA inh: 4.0; TcdB inh: -1.1

What do the screens show for `C[C@@H]1CCCCO[C@H](CN(C)Cc2ccccc2)[C@@H](C)CN([C@H](C)CO)C(=O)c2cc(NC(=O)Nc3cccc4ccccc34)ccc2O1`?
Mtb BioA inh: -1.4; TcdB inh: 0.7

Results for COc1ccccc1NC(=O)N1C[C@@H](O)COC[C@@H]2O[C@H](CC(=O)NCc3ccccc3)CC[C@H]21 ?
Mtb BioA inh: -0.1; TcdB inh: -0.2

What do the screens show for `C/C=C/c1ccc2c(c1)O[C@H](CN(C)Cc1ccccn1)[C@H](C)CN([C@H](C)CO)S2(=O)=O`?
Mtb BioA inh: -1.5; TcdB inh: 0.6

What do the screens show for `COc1ccccc1S(=O)(=O)N[C@H]1C=C[C@H](CC(=O)NCc2cc(F)cc(F)c2)O[C@@H]1CO`?
Mtb BioA inh: -1.8; TcdB inh: 0.9

What do the screens show for `CO[C@@H]1CN(C)C(=O)c2ccc(NS(=O)(=O)c3cn(C)cn3)cc2OC[C@@H](C)N(C)C[C@H]1C`?
Mtb BioA inh: -3.0; TcdB inh: -2.0

What do the screens show for `CCCN(C)C[C@H]1OCCCC[C@H](C)Oc2ccc(NS(=O)(=O)c3ccc(C)cc3)cc2C(=O)N([C@@H](C)CO)C[C@H]1C`?
Mtb BioA inh: -0.1; TcdB inh: 0.2

How did C[C@H](CO)N1C[C@H](C)[C@H](CN(C)Cc2ccc(C(F)(F)F)cc2)Oc2ccc(NS(=O)(=O)c3ccccc3)cc2C1=O do in these assays?
Mtb BioA inh: -2.4; TcdB inh: 1.3

How did C[C@H](CO)N1C[C@H](C)[C@@H](CN(C)C(=O)CCCN(C)C)OCc2cnnn2CCCC1=O do in these assays?
Mtb BioA inh: 0.9; TcdB inh: -1.4

Results for CCC(=O)N(C)C[C@@H]1Oc2cc(C#CC(C)(C)O)ccc2S(=O)(=O)N([C@H](C)CO)C[C@@H]1C ?
Mtb BioA inh: -0.2; TcdB inh: -0.2

What do the screens show for `Cc1ccc(S(=O)(=O)N[C@@H]2CC[C@@H](CCNC(=O)C3CCC3)O[C@H]2CO)cc1`?
Mtb BioA inh: 0.0; TcdB inh: -0.9

By substructure, the compounds so far containing an aryl methoxy group (3)
Results for COc1cccc(S(=O)(=O)N(C)C[C@@H]2Oc3ncc(Br)cc3C(=O)N([C@H](C)CO)C[C@@H]2C)c1 ?
Mtb BioA inh: 4.9; TcdB inh: 0.6&-1.7

Results for COc1ccccc1NC(=O)N1C[C@@H](O)COC[C@@H]2O[C@H](CC(=O)NCc3ccccc3)CC[C@H]21 ?
Mtb BioA inh: -0.1; TcdB inh: -0.2

What do the screens show for `COc1ccccc1S(=O)(=O)N[C@H]1C=C[C@H](CC(=O)NCc2cc(F)cc(F)c2)O[C@@H]1CO`?
Mtb BioA inh: -1.8; TcdB inh: 0.9

Next records:
Results for C[C@@H]1CN([C@@H](C)CO)C(=O)c2cc(NC(=O)CCC(F)(F)F)ccc2O[C@@H]1CN(C)Cc1ccc(Oc2ccccc2)cc1 ?
Mtb BioA inh: -2.3; TcdB inh: 0.3

What do the screens show for `COc1ccc(C#Cc2ccc3c(c2)[C@@H]2[C@@H](CCN2C(=O)c2cccc(F)c2)[C@@H](CO)N3)cc1`?
Mtb BioA inh: -4.8; TcdB inh: -0.6

What do the screens show for `COc1ccc(C#Cc2ccc([C@@H]3[C@@H](CO)N4CCCCN(C(=O)Nc5ccc(F)cc5)C[C@@H]34)cc2)cc1`?
Mtb BioA inh: 0.4; TcdB inh: -0.2

How did Cc1noc(C)c1NC(=O)N(C)C[C@@H]1Oc2c(NC(=O)NC3CCCCC3)cccc2C(=O)N([C@H](C)CO)C[C@@H]1C do in these assays?
Mtb BioA inh: -1.5; TcdB inh: 0.4

How did CO[C@H](CN(C)C(=O)c1ccccc1F)[C@H](C)CN([C@H](C)CO)S(=O)(=O)c1ccc(F)cc1 do in these assays?
Mtb BioA inh: -1.3; TcdB inh: 0.8

How did CN1CCN(C(=O)C[C@@H]2CC[C@H](NC(=O)Cc3ccccn3)[C@H](CO)O2)CC1 do in these assays?
Mtb BioA inh: 1.0; TcdB inh: -0.6

What do the screens show for `CN(C)C(=O)C[C@@H]1CC[C@@H]2[C@H](COc3ccc(NC(=O)C4CCOCC4)cc3C(=O)N2C)O1`?
Mtb BioA inh: -1.1; TcdB inh: -0.5

What do the screens show for `CCNC(=O)C[C@H]1CC[C@H](NC(=O)C2CC2)[C@@H](CO)O1`?
Mtb BioA inh: 0.7; TcdB inh: 1.3

What do the screens show for `CN1C(=O)c2cc(NC(=O)c3cnccn3)ccc2OC[C@H]2O[C@H](CC(=O)O)CC[C@H]21`?
Mtb BioA inh: 5.8; TcdB inh: 0.1

How did O=C(Nc1ccc(F)cc1)N[C@@H]1CC[C@H](CCn2cc(C3(O)CCCC3)nn2)O[C@@H]1CO do in these assays?
Mtb BioA inh: -1.7; TcdB inh: 0.2

How did O=C(C[C@H]1C[C@@H]2c3cc(NC(=O)c4cccnc4)ccc3O[C@@H]2[C@@H](CO)O1)NCc1cccnc1 do in these assays?
Mtb BioA inh: 28; TcdB inh: -0.3

How did CCCc1cn(CC[C@@H]2CC[C@@H](NC(=O)Cc3cccnc3)[C@@H](CO)O2)nn1 do in these assays?
Mtb BioA inh: 0.7; TcdB inh: 0.5

How did CO[C@@H]1CN(C)C(=O)c2ccc(NS(C)(=O)=O)cc2OC[C@@H](C)N(Cc2ccccc2)C[C@@H]1C do in these assays?
Mtb BioA inh: 3.3; TcdB inh: 0.2

Results for CCCNC(=O)N1C[C@@H](C)[C@@H](OC)CN(C)C(=O)c2ccc(NC(C)=O)cc2OC[C@H]1C ?
Mtb BioA inh: 5.5; TcdB inh: -0.4

How did CC(C)NC(=O)N(C)C[C@@H]1Oc2ccc(NC(=O)Nc3ccccc3)cc2CC(=O)N([C@@H](C)CO)C[C@H]1C do in these assays?
Mtb BioA inh: 5.6; TcdB inh: 0.9

What do the screens show for `C[C@H](CO)N1C[C@H](C)[C@@H](CN(C)Cc2ccc3c(c2)OCO3)Oc2ccc(NC(=O)Nc3cccc4ccccc34)cc2C1=O`?
Mtb BioA inh: 1.2; TcdB inh: -1.1

How did CCS(=O)(=O)N1[C@H](C#N)[C@H](c2ccc(C#CCC3CCCC3)cc2)[C@@H]1CO do in these assays?
Mtb BioA inh: 1.3; TcdB inh: 0.4

What do the screens show for `C[C@@H]1CN([C@H](C)CO)C(=O)c2cc(NC(=O)Cc3ccccc3)ccc2O[C@@H]1CN(C)C(=O)Nc1cccc2ccccc12`?
Mtb BioA inh: -1.8; TcdB inh: -9.7

How did C[C@H](CO)N1C[C@H](C)[C@H](CN(C)Cc2ccc(-c3ccccc3)cc2)Oc2cc(C#CC(C)(C)O)ccc2S1(=O)=O do in these assays?
Mtb BioA inh: -3.0; TcdB inh: 0.4

Results for C[C@@H]1CCCCO[C@@H](CN(C)C(=O)Nc2ccc3c(c2)OCO3)[C@@H](C)CN([C@H](C)CO)C(=O)c2cc(NC(=O)CCC(F)(F)F)ccc2O1 ?
Mtb BioA inh: -0.8; TcdB inh: 0.6

What do the screens show for `COc1ccc(NC(=O)N(C)C[C@@H]2Oc3c(NC(=O)c4ccc(-c5nccs5)cc4)cccc3C(=O)N([C@H](C)CO)C[C@H]2C)cc1`?
Mtb BioA inh: -1.4; TcdB inh: -0.9

How did CC(C)NC(=O)Nc1cccc2c1O[C@@H](CN(C)Cc1ccc(Cl)c(Cl)c1)[C@H](C)CN([C@H](C)CO)C2=O do in these assays?
Mtb BioA inh: 5.5; TcdB inh: 0.0

How did C[C@@H]1CN([C@@H](C)CO)C(=O)c2cc(NC(=O)C3CC3)ccc2O[C@@H]1CN(C)CC1CC1 do in these assays?
Mtb BioA inh: 1.1; TcdB inh: 0.7

What do the screens show for `CC(C)NC(=O)N(C)C[C@@H]1Oc2c(NS(=O)(=O)c3ccc(F)cc3)cccc2C(=O)N([C@@H](C)CO)C[C@H]1C`?
Mtb BioA inh: -1.0; TcdB inh: 0.0

What do the screens show for `COCC(=O)N(C)C[C@H]1Oc2ncc(C#CC(C)(C)O)cc2C(=O)N([C@H](C)CO)C[C@H]1C`?
Mtb BioA inh: -1.1; TcdB inh: 1.2

How did O=S(=O)(N[C@H]1CC[C@H](CCn2cc(-c3ccccn3)nn2)O[C@@H]1CO)c1cccc(Cl)c1 do in these assays?
Mtb BioA inh: 2.0; TcdB inh: 0.1

Results for N#C[C@@H]1[C@@H](c2ccc(C#Cc3cccc(F)c3)cc2)[C@H](CO)N1C(=O)C1CCC1 ?
Mtb BioA inh: -1.7; TcdB inh: 1.4

Results for C[C@H](CO)N1C[C@H](C)[C@@H](CN(C)S(C)(=O)=O)Oc2ncc(-c3cccc(F)c3)cc2C1=O ?
Mtb BioA inh: 0.4; TcdB inh: -0.1

Results for CC(C)NC(=O)Nc1ccc2c(c1)C(=O)N([C@@H](C)CO)C[C@H](C)[C@@H](CN(C)S(=O)(=O)c1cccs1)OCCCC[C@@H](C)O2 ?
Mtb BioA inh: 0.2; TcdB inh: 0.3

Results for C[C@@H]1CN([C@H](C)CO)C(=O)Cc2cc(NC(=O)NC3CCCCC3)ccc2O[C@H]1CN(C)Cc1ccncc1 ?
Mtb BioA inh: -0.5; TcdB inh: -0.1

What do the screens show for `CN1c2ccc(Br)cc2[C@@H]2[C@@H](CCN2S(=O)(=O)c2ccc(F)cc2)[C@@H]1CO`?
Mtb BioA inh: 4.0; TcdB inh: -0.7

What do the screens show for `O=C(NC1Cc2ccccc2C1)[C@H]1[C@H](CO)[C@H]2Cn3c(cccc3=O)[C@H]2N1C(=O)c1cnccn1`?
Mtb BioA inh: -0.8; TcdB inh: 0.0

Results for CN(C)C(=O)C[C@H]1C[C@@H]2c3cc(NC(=O)C4CCC4)ccc3O[C@@H]2[C@@H](CO)O1 ?
Mtb BioA inh: -1.2; TcdB inh: 1.0

What do the screens show for `O=C(Nc1ccc2c(c1)[C@@H]1C[C@@H](CC(=O)N3CCc4ccccc4C3)O[C@@H](CO)[C@@H]1O2)c1ccc2c(c1)OCO2`?
Mtb BioA inh: 2.9; TcdB inh: 1.0

How did O=C(C[C@@H]1CC[C@H]2[C@@H](COC[C@@H](O)CN2C(=O)Cc2ccccc2)O1)NC1CCC1 do in these assays?
Mtb BioA inh: -2.2; TcdB inh: -10

What do the screens show for `CNC[C@@H]1Oc2c(NS(=O)(=O)c3ccc(Cl)cc3)cccc2C(=O)N([C@@H](C)CO)C[C@H]1C`?
Mtb BioA inh: -2.5; TcdB inh: 0.3

Arranged by heavy-atom count (smallest number first): 3 of the compounds above
How did CCS(=O)(=O)N1[C@H](C#N)[C@H](c2ccc(C#CCC3CCCC3)cc2)[C@@H]1CO do in these assays?
Mtb BioA inh: 1.3; TcdB inh: 0.4

How did O=C(Nc1ccc(F)cc1)N[C@@H]1CC[C@H](CCn2cc(C3(O)CCCC3)nn2)O[C@@H]1CO do in these assays?
Mtb BioA inh: -1.7; TcdB inh: 0.2

How did CO[C@@H]1CN(C)C(=O)c2ccc(NS(C)(=O)=O)cc2OC[C@@H](C)N(Cc2ccccc2)C[C@@H]1C do in these assays?
Mtb BioA inh: 3.3; TcdB inh: 0.2

Not all compounds are listed. The share of hits here may be higher or lower than overall.
